# hcGAS inh – human cGAS inhibition | recombinant h-cGAS, ATP depletion, Kinase-Glo luminescence | 0.081% of 290,000 active | inhibition, % at 12.5 µM | Q8N884;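 also: 0% = vehicle reaction and 100% = reaction without DNA for no activity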
# Target sequence (Q8N884 whole entry, looked up): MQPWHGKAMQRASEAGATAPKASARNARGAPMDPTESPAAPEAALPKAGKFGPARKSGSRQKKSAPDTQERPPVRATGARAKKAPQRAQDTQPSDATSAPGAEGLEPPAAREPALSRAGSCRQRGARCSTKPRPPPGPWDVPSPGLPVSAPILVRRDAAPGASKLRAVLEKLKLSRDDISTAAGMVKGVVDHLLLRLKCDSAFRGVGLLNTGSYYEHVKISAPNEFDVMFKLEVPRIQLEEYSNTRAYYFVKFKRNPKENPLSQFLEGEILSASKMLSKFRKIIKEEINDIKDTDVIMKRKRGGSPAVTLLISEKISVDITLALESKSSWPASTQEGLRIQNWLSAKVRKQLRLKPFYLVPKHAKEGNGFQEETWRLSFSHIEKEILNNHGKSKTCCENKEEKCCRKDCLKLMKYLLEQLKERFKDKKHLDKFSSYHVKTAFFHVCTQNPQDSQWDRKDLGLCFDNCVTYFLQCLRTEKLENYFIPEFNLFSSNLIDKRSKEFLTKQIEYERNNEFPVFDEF
# mcGAS lum – inhibitors of mouse cGAS | 0.15% of 160,000 active | inhibition, % at 12.5 µM | recombinant cGAS, Kinase-Glo ATP depletion luminescence | Q8C6L5 | AID 1259399;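 also: 0% = negative control wells and 100% = reference inhibitor with no enzyme activity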
# NPYLR7 agonist – activates Aedes aegypti NPYLR7 receptor. activation, % at 10 µM. HEK293T NPYLR7/Galpha15, GCaMP6s calcium fluorescence. 0.15% of 270,000 active; in the data active = activation above about 40%;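 also: 0% = vehicle and 100% = reference agonist at the receptor; some compounds past the cut are filed as inactive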
# * hit, by the source's call; . = no result given; & = joins results of further samples. Rule as the data show it, unless noted: active = inhibition above about 40%; inactive = the rest.
SMILES,hcGAS inh,mcGAS lum,NPYLR7 agonist
O=C(CN1CCN(c2ccccn2)CC1)N(Cc1ccccc1F)C1CC1,-9.2,.,1.9
CCN(CC)S(=O)(=O)c1ccc(NN=C2CC(C)CC(C)(C)C2)nc1 (stereo not drawn),0.6,0.0,4.1
CCn1c(C)cc(O)c(C(c2cccnc2)N2CCC(Cc3ccccc3)CC2)c1=O (stereo not drawn),-8.6,.,3.8
CCCCN1C(=O)CC(N2CCOCC2)C1=O (stereo not drawn),0.1,-0.1,-7.0
COc1ccccc1OCCCOc1cccc(C(F)(F)F)c1,-8.1,.,-0.4
Cc1ccc2nc(CCCNC(=O)CN3CCCN(C)CC3)oc2c1,-9.6,.,6.4
COc1cccc2c1OCC(NC(=O)N(C)Cc1ccncc1)C2 (stereo not drawn),-7.8,.,2.6
CC(C)(CO)Cc1cc(C(C)(C)C)c(O)c(C(C)(C)C)c1,-4.7,-3.6,0.7
O=C(CCl)NC(Cc1ccccc1)c1nnc(SCc2ccccc2)n1-c1ccc(Cl)cc1Cl (stereo not drawn),-2.7,-1.7,-4.4
CC(C)N(Cc1ccccc1)C(=O)COC(=O)c1c(F)cccc1F,1.1,.,1.1
S=c1nc[nH]c2[nH]ncc12,2.6,.,-5.3
O=C(NCC(c1ccccc1)c1ccccc1)c1cn(CC2CCCO2)nn1 (stereo not drawn),-5.6,-9.9,2.2
CCc1c(C(=O)N2CCCC2)c(CC(C)C)nn1-c1cccc(F)c1,-2.6,-4.6,.
CCOc1ccc2nc(N3CCCC(C(=O)N4CCC(C(=O)N5CCOCC5)CC4)C3)nc(C)c2c1 (stereo not drawn),-2.2,-3.8,0.4
Cn1cnnc1CNC(=O)C1CCCN(S(=O)(=O)c2ccc(Br)s2)C1 (stereo not drawn),-1.3,.,1.6
O=C(C1CC=CCC1)N1CCN(C2CCCC2)CC1 (stereo not drawn),-4.4,.,0.9
CCCCCCc1ccc(C(=O)N(CC(=O)Nc2cc(-c3ccccc3)nn2-c2ccc(F)cc2)Cc2ccccc2)cc1,-4.3,-4.4,-5.2
CCc1cc(C(=O)N2CCCC(N3CCN(c4cccc(C(F)(F)F)c4)CC3)C2)n(C)n1 (stereo not drawn),-3.4&-12.0,-13.6,1.2&7.0
OC1CCCc2c(OCc3nnnn3C3CC3)cccc21 (stereo not drawn),-11.0,.,0.4
O=C(CCN1CCC(Cn2cccn2)CC1)Nc1cccc(F)c1,-3.1,.,5.2
COc1cc(C(=O)Nc2cccc(NC(C)=O)c2)cc(Cl)c1O,-6.5,-6.6,1.7
O=C1NC2(CCN(C(=O)c3ccccc3Cl)CC2)Nc2ccc(Cl)cc21,-6.8,-4.8,4.5
Cc1n[nH]c(C)c1NC(=O)COc1ccc(Cl)cc1Cl,-3.3,.,-14.6
COc1ccc(Nc2nc(NN)nc(N3CCOCC3)n2)cc1,-8.1,-6.8,-8.3
Cc1ccc(C)c(C(O)c2ncc(-c3ccc(C(F)(F)F)cc3)[nH]2)c1 (stereo not drawn),-1.6,.,-0.1
CCCn1nc(C(=O)N(CCOC)c2nc3ccccc3s2)ccc1=O,-7.8,.,-5.0
CCOc1ccc(C2=NC(=Cc3ccc(F)cc3)C(=O)O2)cc1,-9.4,-5.8,3.2
CCc1cnc2c(c1OC)c(=O)n(CC(=O)N1CCC(C)CC1)c(=O)n2C,-5.8,-8.1,2.0
Cc1ccccc1OCC(=O)N1N=C(C2CCCCC2)CC1(O)C(F)(F)F (stereo not drawn),-18.0,-7.3,-0.2
O=C1OC(c2cccc(I)c2)=N/C1=C\C=C\c1ccccc1,-2.1,-6.2,-1.3
CC(=O)Nc1ccc(SCc2ccc(C(=O)N3C4CCC3CC(Oc3ccc5c(c3)OCO5)C4)cc2)cc1 (stereo not drawn),-3.5,2.9,-10.3
CCOC(=O)c1c(C)n(-c2ccc(OCC)cc2)c2ccc(OC)cc12,-4.6,-3.9,-6.4
Cc1noc(C)c1CCC(=O)Nc1sc2c(c1C#N)-c1ccccc1CC2,-6.1,.,1.2
Cc1nnc(SCc2ccc(C(=O)NCc3cccc(C(F)(F)F)c3)cc2)n1-c1ccc(F)cc1,-9.7,-5.6,8.5
O=C(O)C1CCN(c2nc(Cc3ccc(F)cc3)ns2)CC1,-4.5,.,3.6
COc1ccc(CCN2C3CCC2CC(NC(=O)c2cc(C(F)(F)F)cc(C(F)(F)F)c2)C3)cc1OC (stereo not drawn),-3.2,-6.2,20.6
COc1cccc(CN2C(=O)C3(SCCN3C(=O)C3CC3)c3cc(C)ccc32)c1 (stereo not drawn),-8.6,-4.2,0.6
CCC(C)C(NC(=O)c1ccccc1Br)C(=O)Nc1nnc(-c2cccc(Cl)c2)s1 (stereo not drawn),-3.7,-4.6,17.2
Cc1ccc(Nc2nc(NCc3ccco3)nc3nccnc23)c(C)c1,-2.2,.,1.6
Cc1ccc(N2CCCC(NCC3CCCn4ccnc43)C2=O)cc1 (stereo not drawn),-3.9&-3.3,-4.3,0.3&6.0
CN(CC(F)F)C(=O)c1ccc(CS(=O)(=O)C(F)F)cc1,-7.6,.,2.7
Cc1ccc(N2C(=O)CC(C(=O)NC(C)C)C2c2cccs2)cc1 (stereo not drawn),-17.0,.,0.2
O=C1OC(c2ccc(Cl)c([N+](=O)[O-])c2)=N/C1=C\C=C\c1ccccc1,6.9,-4.7,1.6
OCC(CNc1nc(N2CCCC2)nc(N2CCCC2)n1)Cc1ccco1 (stereo not drawn),3.5,-2.1,-1.6
COc1cc2c(cc1OC)CN(CN1C(=O)NC3(CCN(C)CC3)C1=O)CC2,-5.0,-5.9,11.9
CC(C)c1cc(C2CCCN2Cc2cccc(C(=O)Nc3cn(C)nn3)c2)no1 (stereo not drawn),-6.8,-18.5,19.4
CCOc1ccc(C(=O)Nc2cccc(C(F)(F)F)c2)cc1[N+](=O)[O-],-5.0,-5.4,0.0
CCCN(C)c1nc(SCc2cccc(C(=O)NCc3ccco3)c2)nc(C)c1C,-6.2,-10.4,-9.1
COCCN1C(=O)C(=Cc2ccc(Br)cc2)SC1=S,-3.4,.,-1.0
COc1cc(C)ccc1OCc1nc(C(=O)NC2CC2)cs1,-7.4,-7.7,19.9

# Next structures.
# Below each SMILES: hcGAS inh | mcGAS lum | NPYLR7 agonist
> CN(C)C(=O)Cn1ccc2cc(NC(=O)N3CCSCC3)ccc21
    -7.8 | . | 4.8
> O=C(Cn1cccc(-c2nc(-c3ccc(Br)cc3)no2)c1=O)NCc1ccco1
    -7.6 | -9.1 | 3.5
> Cc1nc(CCNC(=O)C2CC(=O)N(CC(C)C)C2)nc2c1CCC2 (stereo not drawn)
    -3.7 | -17.5 | -3.3
> CCOc1ccc(N2C(=O)CSC2c2ccccc2N)cc1 (stereo not drawn)
    2.2 | . | -6.7
> COC(=O)Cn1c(Br)nc2c1c(=O)n(C)c(=O)n2C
    3.3 | 1.3 | 8.7
> O=C1C(=O)c2c(C(=O)c3ccccc3)coc2C(Cl)=C1Cl
    19.9 | . | -1.8
> CCC1(C)NC(=O)N(NC(=O)Cn2cnc3c2c(=O)n(C)c(=O)n3C)C1=O (stereo not drawn)
    -10.4 | -6.8 | -1.7
> CCOc1ccc(OCCSc2nc3ccccc3n2CCOc2ccc(C)cc2)cc1
    2.5 | -0.8 | -11.1
> CCOCCn1c(=NC(=O)c2ccnn2C)sc2ccccc21
    -1.1 | -9.8 | .
> OC1CCN(c2ccnc(N3CCC(O)(c4ccc(Cl)cc4)CC3)n2)C1 (stereo not drawn)
    0.0 | -1.1 | -12.6
> CSCC[C@H](NC(C)=O)C(=O)N1CCC(CCC(=O)Nc2cccc(C)c2)CC1
    -3.7 | . | 7.6
> O=C(CCOc1ccc(Cl)cc1)N1CCOC(COCc2ccccc2F)C1 (stereo not drawn)
    -7.9 | . | 21.1
> CC(=O)NC1=NN(C(C)=O)C(c2ccco2)S1 (stereo not drawn)
    -8.4 | -4.6 | 5.9
> CCC(CC)C(=O)N(CC(=O)NCC(=O)Nc1cccc(C)c1)Cc1ccco1
    -7.6 | -3.8 | -4.3
> CC(=O)N1N=C(c2ccccc2)OC1C(=O)N(C)C1CCN(C)CC1 (stereo not drawn)
    -7.0 | . | 15.4

# Limited to hcGAS inh and mcGAS lum (5 entries from above):
smiles	hcGAS inh	mcGAS lum
O=C(Cn1cccc(-c2nc(-c3ccc(Br)cc3)no2)c1=O)NCc1ccco1	-7.6	-9.1
O=C1C(=O)c2c(C(=O)c3ccccc3)coc2C(Cl)=C1Cl	19.9	.
CC(=O)N1N=C(c2ccccc2)OC1C(=O)N(C)C1CCN(C)CC1 (stereo not drawn)	-7.0	.
O=C(CCOc1ccc(Cl)cc1)N1CCOC(COCc2ccccc2F)C1 (stereo not drawn)	-7.9	.
CCOc1ccc(OCCSc2nc3ccccc3n2CCOc2ccc(C)cc2)cc1	2.5	-0.8

# Going on with the list.
# Below each SMILES: hcGAS inh | mcGAS lum | NPYLR7 agonist
> CC(NC(=O)Nc1ccc2c(c1)OCO2)c1ccc(-n2cncn2)cc1 (stereo not drawn)
    -13.4 | . | 7.4
> CCOC(=O)CCc1c(C)nc2ncnn2c1N1CCN(C(=O)NCc2ccccc2OC)CC1
    -0.8 | -4.6 | .
> Cn1c(=O)[nH]c(=O)c2c1nc(N1CCN(Cc3cccc(Cl)c3)CC1)n2CCCc1ccccc1
    4.2 | . | 12.6
> NNc1nc(Nc2ccccc2)nc(N2CCOCC2)n1
    -4.9 | -4.9 | -5.5
> Cc1ccc(/C=C/S(=O)(=O)NC(C)c2sc(C)nc2C)cc1 (stereo not drawn)
    -4.9 | . | 1.6
> CCCCOc1ccc(S(=O)(=O)NCCOc2ccc(-c3ccc(OC)cc3)nn2)cc1
    -4.8 | -11.0 | 1.2
> Cc1nccn1-c1ccc(CNC(=O)C2CCC(=O)N(Cc3ccccc3F)C2)cc1 (stereo not drawn)
    -6.8 | . | 11.5
> Cc1oc2c(F)c(F)c(F)c(F)c2c1C(=O)O
    5.9 | 0.8 | -8.2
> CNC(=S)Nc1ccc(-n2cnc3ccccc32)cc1
    5.6 | . | -2.1
> O=C(CNC(=O)c1cccc(F)c1)N=Nc1c(O)n(CCc2ccccc2)c2ccccc12
    -2.9 | -0.3 | -9.1
> Cc1ccc(S(=O)(=O)N2CCC(C(=O)N(C)Cc3ccc4c(c3)OCCO4)CC2)cc1C
    -7.7 | -10.1 | 9.1
> CCCOC1CCCN(C(=O)Cc2ccccc2)C1 (stereo not drawn)
    -0.7 | . | -5.9
> COc1ccc(-c2noc(CNC(=O)c3cc4cccc(OC)c4o3)n2)cc1
    -1.1 | -2.1 | 12.4
> CC(C)c1ncc(C(=O)N2CCC3(CCCN(C)C3=O)C2)c(=O)[nH]1 (stereo not drawn)
    -3.5 | . | -4.4
> Cc1noc(-c2ccccc2Cl)c1C(=O)NC(C)c1ccccc1 (stereo not drawn)
    -9.2 | -6.6 | .

# Six entries drawn at random from those above:
# Below each SMILES: hcGAS inh | mcGAS lum | NPYLR7 agonist
> Cc1oc2c(F)c(F)c(F)c(F)c2c1C(=O)O
    5.9 | 0.8 | -8.2
> CC(C)c1ncc(C(=O)N2CCC3(CCCN(C)C3=O)C2)c(=O)[nH]1 (stereo not drawn)
    -3.5 | . | -4.4
> O=C(CNC(=O)c1cccc(F)c1)N=Nc1c(O)n(CCc2ccccc2)c2ccccc12
    -2.9 | -0.3 | -9.1
> Cn1c(=O)[nH]c(=O)c2c1nc(N1CCN(Cc3cccc(Cl)c3)CC1)n2CCCc1ccccc1
    4.2 | . | 12.6
> CCCOC1CCCN(C(=O)Cc2ccccc2)C1 (stereo not drawn)
    -0.7 | . | -5.9
> CCCCOc1ccc(S(=O)(=O)NCCOc2ccc(-c3ccc(OC)cc3)nn2)cc1
    -4.8 | -11.0 | 1.2

# Other results.
# Below each SMILES: hcGAS inh | mcGAS lum | NPYLR7 agonist
> CCN(CC)S(=O)(=O)c1cc(C(=O)Nc2ccc(C(C)=O)cc2)ccc1C
    4.3 | -0.9 | -19.3
> O=C(c1cccs1)C1CCCN(Cc2nc(-c3ccc4c(c3)OCO4)no2)C1 (stereo not drawn)
    -1.5&-0.6 | . | -10.9&-7.9
> O=C(O)[C@H]1C[C@@H](C(=O)N2CCCC2)CN(C(=O)CCCCc2ccccc2)C1
    -4.1 | . | 12.5
> COC(=O)C1=C(C)N(C)C(C)=C(C(=O)OC)C1c1ccccn1
    -0.1 | -1.6 | -3.0
> COc1ccc(CCN2Cc3cc(NC(=O)c4cnc5ccccc5n4)ccc3OC(C)C2=O)cc1 (stereo not drawn)
    2.4 | 1.7 | .
> CCCCCCCCCCC/C=C\C(C)(C)/C=C\CCCC(=O)O
    2.2 | -1.7 | -1.5
> Cc1nc(SCC(=O)N2CCNC2=O)c2c(C)c(C)sc2n1
    -7.9 | . | 4.0
> CCSc1ncc(CN2CC[C@@H](c3ccc(F)cc3)[C@H](O)C2)cn1
    -1.9 | -12.7 | 4.7
> Cn1nc(NC(=O)Cc2ccccc2Cl)c2c1NC(=O)CC2c1ccco1 (stereo not drawn)
    -3.8 | -9.0 | -11.9
> Cc1ccc(O)c(NC(=O)c2cc3nc(-c4ccc(F)cc4)cc(C(F)(F)F)n3n2)c1
    -1.3 | -4.5 | -16.1
> COc1cccc(NC(=O)N2CCN(CC(OCc3ccc(C(F)(F)F)cc3)c3ccc(Cl)cc3)CC2)c1 (stereo not drawn)
    -8.9 | -6.9 | .
> Cn1cc(CN2CCCC(CO)(Cc3cccc(Cl)c3)C2)cn1 (stereo not drawn)
    -0.5 | . | -1.1
> Cc1ccc(-n2c(-c3ccc(Cl)cc3)c[n+]3c2CCCCC3)cc1
    3.6 | -6.6 | 0.1
> CC(C)Cn1c(CN2CCC(C)CC2)nc2c1c(=O)n(C)c(=O)n2C
    -4.0 | -7.3 | 0.3
> CCOC(=O)c1cn[nH]c1S(=O)(=O)Nc1cccc2c1CCCC2
    -0.1 | -3.3 | 3.8
> Cc1c(C)c(C(=O)N2CCCC2)n(Cc2cccc(C(F)(F)F)c2)c1C
    -8.2 | -5.4 | 10.5
> CC1CCCN(C(=O)c2cncn2-c2ccc(-c3cc4ccccc4o3)cc2)C1 (stereo not drawn)
    -6.5 | -7.7 | -0.8

# Screens: PubChem BioAssay, Fisher Drug Discovery Resource Center
